KOR beta-arrestin-1 = kappa opioid receptor activators – cell-based, luminescence, uHTS, primary screen (AID 1777). KOR beta-arrestin recruitment, luminescence; higher % means a stronger effect. one-dose activation, % at 10 µM; EC50 in µM for titrated hits. 280,000 compounds, 0.02% hits; in the data active = activation above about 50%, passing the limit was not always enough; also: a part of the inactive calls stands beside numbers as strong as those of hits
GPR55 LPI antagonism = inhibition of LPI-stimulated GPR55 beta-arrestin translocation – imaging, U2OS, beta-arrestin-GFP, LPI agonist, primary screen (AID 2013) | U2OS GPR55 beta-arrestin-GFP translocation imaging, LPI antagonism; higher % means a stronger effect | one-dose inhibition, % at 10 µM; IC50 in µM for titrated hits | 290,000 compounds, 0.13% hits;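 active = spots per cell inhibited over 60%, with over 100 cells counted and total cytoplasm intensity under 500,000; inconclusive = wells with under 100 cells, flagged as likely toxic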;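 also: U2OS cells stably carrying GPR55 and arrestin-GFP stimulated by 5 µM LPI near EC80; imaged beta-arrestin-GFP aggregate spots per cell after agonist stimulation; plate controls were LPI-stimulated DMSO wells for no effect and DMSO wells without LPI for full effect; some results filed as inactive read as strong as hits; confirmed hits need IC50 under 10 µM and bright autofluorescent wells are also inconclusive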
NTR1 ag = agonists of NTR1, primary screen, imaging, U2OS cells, beta-arrestin-GFP, high content (AID 493036). P30989. NTR1-U2OS beta-arrestin-GFP spot imaging, agonist mode. activation, % at 20 µM. 330,000 compounds, 0.17% hits;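 active = activation at or above 40% of the spot to cytoplasm intensity ratio, with at least 20 cells analyzed; inconclusive = wells under 20 cells, flagged as cytotoxic or low count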;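 also: 0% = DMSO without peptide and 100% = 100 nM NTR1 peptide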
Target sequence (P30989 whole entry, looked up): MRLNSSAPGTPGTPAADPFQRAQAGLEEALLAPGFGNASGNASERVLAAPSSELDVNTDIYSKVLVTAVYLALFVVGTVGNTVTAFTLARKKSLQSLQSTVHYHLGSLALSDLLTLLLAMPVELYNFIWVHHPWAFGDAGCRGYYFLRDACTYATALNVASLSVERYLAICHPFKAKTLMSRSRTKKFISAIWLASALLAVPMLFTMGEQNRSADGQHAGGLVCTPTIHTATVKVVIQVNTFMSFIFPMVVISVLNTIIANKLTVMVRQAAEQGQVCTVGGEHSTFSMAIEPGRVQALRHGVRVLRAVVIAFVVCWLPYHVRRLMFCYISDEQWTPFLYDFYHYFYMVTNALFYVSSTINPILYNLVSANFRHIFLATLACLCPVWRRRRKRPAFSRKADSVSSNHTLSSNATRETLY
HEK293 NOD2/NF-kB = inhibition of NOD2-driven NF-kB reporter – cell-based, luminescence, uHTS, HEK293 (AID 1566). HEK293 NOD2/NF-kB luciferase reporter, luminescence; higher % means a stronger effect. inhibition, % at 4 µM, or EC50 in µM where a hit was titrated. 290,000 compounds, 0.63% hits; also: many of its hits are not listed in these tables
Myeloid diff MLP = myeloid differentiation induction | ER-HoxA9 myeloid progenitors, lysozyme-GFP differentiation, flow cytometry | 360,000 compounds, 1% hits | AID 624256 | calls only at 10 µM;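 active = normalized GFP-positive differentiation at or above the plate's own cutoff, the solvent-only control mean plus 3 SD; inconclusive = no clear call, values can overlap the other calls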;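 also: cells exposed to compound for four days before flow analysis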
NOD1 NF-kB reporter = NOD1 signaling inhibitors, primary screen, cell-based, luminescence, uHTS (AID 1578); NOD1-driven NF-kB luciferase reporter cells, luminescence; higher % means a stronger effect; inhibition, % at 4 µM, or EC50 in µM where a hit was titrated; 290,000 compounds, 1% hits; in the data active = inhibition mostly above about 36%, no sharp cut-off; inactive = mostly below about 34%;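 also: HEK-293T reporter cells stimulated with the NOD1 agonist gamma-tri-DAP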
KOR beta-arrestin-2 = kappa opioid receptor blockers – cell-based, luminescence, uHTS (AID 1778) | 290,000 compounds, 0.091% hits | one-dose inhibition, % at 10 µM; IC50 in µM for titrated hits | KOR beta-arrestin recruitment, luminescence, antagonist mode; higher % means a stronger effect; also: strong numbers were not always called active
GPR55 beta-arrestin = selective activators of receptor GPR55 – imaging, U2OS cells, beta-arrestin-GFP redistribution, primary screen (AID 1961) | U2OS GPR55 beta-arrestin-GFP redistribution imaging; higher % means a stronger effect | one-dose activation, % at 10 µM; EC50 in µM for titrated hits | 290,000 compounds, 0.048% hits;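 active = activation above 40% with more than 50 cells counted in the well; inconclusive = wells holding fewer than 50 cells, flagged as toxic or sparse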;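 also: U2OS osteosarcoma cells stably expressing GPR55 and beta-arrestin-GFP; plate controls were DMSO negative control for no effect and LPI positive control for full effect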
T cell HTS = T cell immune modulation candidate | 330,000 compounds, 0.068% hits | AID 2052 | 2C CD8+ T cell-vesicle binding, flow cytometry; stronger effect = lower value | calls only at 7 µM;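 active = response, share of CD8 T cells binding vesicles, and their 90th percentile fluorescence all below set limits, cut at about 80% in these data, passing the limit was not always enough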
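Assay system: 2C TCR transgenic mouse naive CD8+ T cells, MACS-purified | Read-out: CD8+ gate FL2 mean fluorescence as % of same-row positive control | Signal: High-throughput flow cytometry with anti-B7-1 and anti-CD8 staining | Timing: Binding step 1.5 h, 37 °C, antibody labelling 20 min, ice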
T cell HTS vesicle-bound % = further read-out of T cell HTS, marked with its call; double positive events, %; measured here: CD8+ vesicle-bound cell fraction;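 binding gate set so that unloaded-vesicle control wells show 10% double positive cells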
NTR1 ag cell count 20 µM = second read-out of NTR1 ag, no call of its own (marks repeat the call); cell count; measured here: cell count, cytotoxicity flag
Myeloid diff MLP GFP+ MAC1+ % = recorded beside Myeloid diff MLP, whose call it bears; GFP+ MAC1+ double positive, %; measured here: differentiation confirmed by MAC1 staining
* marks the source's active call; other numbers are inactive results; i = inactive; ? = inconclusive; · = no result given; + = active, no number; [ ] = another dose, or the depositor's remark. Rule as the data show it, unless noted: active = inhibition above about 50%; inactive = the rest. Some of the compounds tested, so the mix of outcomes need not match the whole.

cpd	structure	KOR beta-arrestin-1	GPR55 LPI antagonism	NTR1 ag	NTR1 ag cell count 20 µM	HEK293 NOD2/NF-kB	Myeloid diff MLP	Myeloid diff MLP GFP+ MAC1+ %	NOD1 NF-kB reporter	KOR beta-arrestin-2	GPR55 beta-arrestin	T cell HTS	T cell HTS vesicle-bound %
1	O=C(Nc1cc(-c2nn(CC(=O)N3CCCCC3)c(=O)c3ccccc23)ccc1N1CCOCC1)c1ccc(Cl)cc1	-2.7%	6.5%	2.8	83	5.4%	i	2.9	4.1%	17.4%	0.0%	i	35.9
2	COc1ccc(NC(=O)CN2CCN(CC(=O)Nc3ccc(OC)cc3)CC2)cc1	2.1%	2.8%	-0.2	55	5.5%	i	0.5	-1.2%	15.1%	0.0%	i	56.3
3	COCCCNC(=O)c1ccc([N+](=O)[O-])cc1	1.4%	5.8%	-2.2	74	9.2%	i	0.8	-46.7%	-16.0%	0.4%	i	52.0
4	CCOc1ccc(NC(=O)CC2C(=O)N(c3ccccc3)C(=O)N2CCOC)cc1 (configuration not stated)	-6.8%	3.1%	-1.9	57	-6.8%	i	3.5	-32.0%	24.1%	0.2%	i	22.1
5	COc1ccc2[nH]cc(CCNC(=O)c3ccc([N+](=O)[O-])cc3)c2c1	·	-1.3%	-0.1	53	3.6%	i	0.5	-47.4%	1.9%[20 µM]	0.2%	i	37.9
6	Cc1cc(NC(=O)Nc2cccs2)no1	-3.4%	-1.4%	-0.8	50	-20.0%	i	1.0	-27.5%	-10.0%	-0.1%	i	42.8
7	CC(C)(C)NC(=O)c1cccc(NC(=O)c2ccco2)c1	-5.9%	-2.1%	0.1	49	12.3%	i	0.5	-30.3%	-4.8%	0.1%	i	59.3
8	CSc1c[n+]2c(n1C)CCC2	5.2%	2.9%	-0.8	61	7.8%	i	8.3	-13.7%	-16.3%	0.2%	i	20.3
9	CCOC(=O)C(=O)/C(=C\N(C)C)c1onc(-c2c(F)cccc2Cl)c1C(=O)OC	-1.1%	21.4%	2.0	42	10.0%	i	0.7	-21.8%	1.4%	-0.3%	i	23.1
10	Cc1ccccc1OCCn1c(=S)[nH]c2ccccc21	-5.0%	11.8%	2.0	59	2.5%	i	0.9	-7.2%	14.5%	0.9%	i	62.3
11	Nc1nnc(SCC(=O)OCC(=O)Nc2ccc(Br)cc2F)s1	-4.6%	10.2%	-0.1	28	2.7%	i	0.3	-28.3%	7.1%	0.4%	i	4.1
12	COc1ccc(/C=C/C(=O)Nc2ccc(-n3nncc3-c3ccc(OC)c(OC)c3)cc2)cc1OC	-5.7%	-3.8%	-1.1	62	8.4%	i	1.0	30.0%	4.8%	-0.1%	i	41.2
13	CCN(CC)C(=O)c1ccccc1NC(=O)c1ccccc1SC	3.4%	0.7%	0.1	62	8.8%	i	0.1	-35.6%	-18.8%	0.2%	i	57.4
14	O=C(CSC1=NCCN1)Nc1cccc([N+](=O)[O-])c1	-1.5%	21.3%	2.2	66	19.6%	i	0.4	-34.3%	12.0%	-0.4%	i	31.6
15	CCOC(=O)C1(Cc2cccc(Cl)c2)CCCN(C(=O)c2cccc(C)n2)C1 (configuration not stated)	·	-0.7%	2.2	70	8.1%	i	0.6	-6.9%	6.1%[20 µM]	0.5%	i	33.0
16	Cc1c(NS(=O)(=O)c2ccc(NCCN3CCOCC3)c([N+](=O)[O-])c2)c(=O)n(-c2ccccc2)n1C	0.3%	-10.9%	1.2	61	13.5%	i	0.4	-20.4%	-15.5%	0.3%	i	21.8
17	O=S(=O)(c1ccc(F)cc1)c1nc(-c2ccccc2)oc1N1CCOCC1	1.4%	-0.2%	1.7	47	7.6%	i	1.2	-16.6%	37.9%	-0.1%	i	22.4
18	Cc1cccc(NC(=O)c2ccc(S(=O)(=O)N3CCOCC3)cc2)n1	-0.8%	-7.3%	0.2	39	1.1%	i	0.4	-18.3%	-32.1%	-0.2%	i	37.4
19	Cc1ccc(C(=O)O)cc1NC(=O)C1=CSCCO1	-5.5%	-1.4%	-0.1	59	15.1%	?	·	4.6%	-12.4%	-0.3%	i	12.7
20	O=C(Nc1nc2ccccc2[nH]1)c1ccc([N+](=O)[O-])cc1	3.9%	12.3%	0.2	49	-115.9%	i	0.0	-28.7%	-20.3%	0.0%	i	54.6
21	CCN=c1scc(C)n1/N=C/c1cc(Br)c(O)c(Br)c1	-1.0%	7.2%	2.7	42	-51.2%	i	0.3	-48.8%	-45.2%	0.8%	i	41.6
22	C/C(=N\NC(=O)CNC(=O)C1COc2ccccc2O1)c1ccc(Cl)cc1 (configuration not stated)	4.7%	-1.7%	3.2	52	-5.8%	i	0.7	4.8%	-2.9%	0.0%	i	20.7
23	COc1cc(NC(=O)c2cccc(C)c2)ccc1NC(=O)c1cc2ccccc2o1	-0.3%	0.2%	3.9	47	20.3%	i	0.5	1.7%	-28.9%	0.0%	i	33.5
24	Cc1cc(C)cc(NC(=O)c2ccc(S(=O)(=O)N(C)CC3CCCO3)cc2)c1 (configuration not stated)	1.5%	17.8%	-0.2	61	12.5%	i	0.7	-3.8%	31.3%	0.3%	i	20.5
25	O=C(CN1C(=O)c2ccccc2S1(=O)=O)c1ccc(O)c(O)c1	1.0%	6.3%	0.4	39	42.4%	i	0.4	16.5%	16.7%	-0.1%	i	37.5
26	CCOC(=O)C1(CCOc2ccccc2)CCN(Cc2ccc(O)c(OC)c2)CC1	7.1%	14.0%	1.7	57	-14.7%	i	0.1	19.8%	-9.7%	-0.1%	i	51.4
27	CN(C)CCCNc1ncnc2c1cnn2-c1ccccc1	0.3%	6.7%	-1.2	94	-22.6%	i	1.5	-34.5%	-29.1%	-0.1%	i	56.3
28	Cc1ccc(NC(=O)c2ccc(COc3ccc4c(c3)CCC4)cc2)c(C)c1	12.5%	5.1%	-0.3	43	-9.1%	i	0.8	-13.2%	-9.3%	0.0%	i	22.7
29	CN(C)S(=O)(=O)c1ccccc1C#N	-2.0%	1.0%	2.4	58	5.6%	i	0.7	-6.3%	26.5%	0.0%	i	9.6
30	CC(OC(=O)C1CCCCC1)c1nc2ccccc2[nH]1 (configuration not stated)	5.7%	-2.0%	0.6	58	15.2%	i	0.4	13.4%	-32.3%	0.3%	i	8.8
31	CC(C)c1nc2ccccn2c1NC1CCCCC1	0.3%	15.0%	-1.1	88	15.5%	i	1.3	0.3%	-7.5%	0.2%	i	39.0
32	COc1cccc(NC(=O)Nc2ccc(Cc3ccncc3)cc2)c1	-0.8%	-7.1%	-0.3	74	-24.5%	+	4.4*	-28.2%	-6.1%	-0.3%	i	51.7
33	O=C(N/N=C/c1cccc2ccccc12)c1ccccc1Cl	-0.4%	18.5%	·	·	-20.8%	i	0.5	-4.1%	3.1%	0.0%	i	24.8
34	COc1ccc(NC(=O)CSc2nnc(CNc3ccc(C)cc3)n2C)cc1	-7.6%	0.2%	-0.8	57	-8.6%	i	0.2	-34.1%	18.8%[20 µM]	-0.1%	i	63.8
35	O=C(NNC(=O)c1ccccc1O)c1ccco1	-2.5%	1.2%	-0.6	52	-4.4%	i	0.3	-20.9%	2.0%	-0.3%	i	55.2
36	Cc1cc(C(=O)Nc2c(C)n(C)n(-c3ccccc3)c2=O)on1	-0.6%	4.2%	-0.4	86	3.4%	i	1.9	-21.6%	-24.7%	-0.1%	i	31.2
37	Cc1nc2ccc(S(=O)(=O)NCC(=O)N3CCOCC3)cc2s1	-3.5%	8.0%	0.0	35	17.9%	i	1.3	4.8%	18.8%	-0.1%	i	31.6
38	COc1ccc(Nc2oc(COc3cccc(C)c3)nc2C#N)cc1	-2.3%	4.0%	-3.6	69	-19.6%	i	1.0	·	19.4%	0.3%	i	53.9
39	Cc1cccc(C(=O)NC(=S)Nc2ccccc2C(F)(F)F)c1	0.2%	12.9%	6.5	53	-20.2%	i	0.1	-9.7%	30.8%	-0.4%	i	30.5
40	Cc1cnc(C)c(N2CCC(C(=O)NCc3ccco3)CC2)n1	14.6%	0.5%	0.9	76	14.2%	i	1.3	-1.2%	-3.7%	-0.2%	i	42.9
41	Cc1cc(NS(=O)(=O)c2ccc(NC(=O)CCCOc3ccccc3C)cc2)nc(C)n1	-2.0%	-10.8%	0.3	49	11.0%	i	0.4	-48.4%	-6.6%	-0.2%	i	16.4
42	CCCC(=O)NC(c1ccco1)c1c(O)ccc2ccccc12 (configuration not stated)	-3.4%	8.3%	1.6	52	10.7%	i	0.2	-12.1%	-2.5%	-0.2%	i	26.1
43	CCNC(=O)N1CCNC(=O)C1CC(=O)Nc1ccc(C(=O)OCC)cc1 (configuration not stated)	-3.4%	6.9%	0.4	56	-8.8%	i	0.7	3.2%	17.2%	-0.4%	i	41.3
44	COc1cccc(CN2CCNC(=O)C2CC(=O)NCc2cn3ccc(C)cc3n2)c1OC (configuration not stated)	5.1%	-4.8%	0.0	36	-0.4%	i	1.1	-3.0%	26.2%	0.3%	i	46.5
45	Cn1cnnc1SCC(=O)NCc1cccc(C(F)(F)F)c1	-0.5%	12.5%	-0.3	61	0.5%	i	0.7	-20.4%	8.2%	-0.2%	i	12.6
